CAL PDZ FP-1: blocks peptide binding to human CAL PDZ domain; Q9HD26; purified CAL PDZ, TMR-peptide fluorescence polarization, 1 h; inhibition, % at 20 µM; hit rate 0.02% among 330,000; AID 504414;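 active means highest replicate inhibition of at least 40%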;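 further: plate controls were DMSO neutral control wells for no effect and unlabeled competitor peptide control wells for full effect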
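Test system: purified CerCALP PDZ construct; Compound dosing: one concentration, 20 µM compound; Also added: TMR-labelled reporter peptide T*-PRC34 bound in PDZ groove; Read-out: inhibition from polarization loss; Controls: unlabelled peptide and DMSO controls; Signal: FP readout, S and P plane fluorescence; Incubation: 1 h at RT.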
SR-BI uptake up: activators of SR-BI mediated HDL lipid uptake; AID 504775; CHO ldlA[mSR-BI] cells, DiI-HDL uptake fluorescence, 3 h; 100 = double the neutral-control signal; activation, % at 12.5 µM; hit rate 0.096% among 320,000;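 active means mean replicate activation of at least 60% and every replicate at or above 60%; inconclusive means mean or all-replicate condition met, but not both; inactive means mean below 60% and not all replicates reaching 60%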;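 further: 0% = median plate neutral-control signal and 100% = twice that signal; values of inactives mirror those of a sister screen read the other way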
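Test system: SR-BI-overexpressing, LDLR-lacking CHO cells. Measured by: DiI fluorescence, bottom read. Medium: Ham's F12 with 0.5% BSA, HEPES 25 mM, pH 7.4. Timing: 3 h uptake period with compound, 37 °C.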
PvdQ inh: blocks Pseudomonas aeruginosa PvdQ acylase activity; inhibition, % at 10 µM; AID 488965; purified PvdQ acylase, fluorescence plate reader; hit rate 0.063% among 340,000; in the data active means inhibition above about 30%, passing the limit was not always enough; inconclusive means no clear call, values can overlap the other calls;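 further: 0% = vehicle neutral wells and 100% = reference inhibitor wells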
NSD2 inh: inhibitors of human histone methyltransferase NSD2 | inhibition, % at 12.5 µM | NSD2 peptide methylation, AlphaScreen, 120 min | hit rate 0.54% among 310,000; in the data active means inhibition above about 50%
MITF act: activators of MITF-driven TRPM1 promoter activity in SK-MEL-5 cells; SK-MEL-5 TRPM1-promoter luciferase, 24 h; % of positive control, neutral wells = 0; activation, % at 12.5 µM; hit rate 0.75% among 300,000; AID 588334;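 active means mean activation of at least 80% with every replicate also reaching 80%; inconclusive means mean reaches 80% but some replicate falls short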;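 further: 0% = neutral control wells and 100% = parthenolide positive control wells; values of inactives mirror those of a sister screen read the other way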
dFosB activator: enhances mouse delta FosB homodimer DNA binding | hit rate 0.99% among 340,000 | activation, % at 25 µM | purified delta FosB, TAMRA-CDK5 oligo fluorescence polarization; percent of positive-control signal above neutral wells;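 active means mean activation above about 17%, with every replicate also reaching it, limit read from the data, passing the limit was not always enough; inconclusive means only one of the two conditions met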;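 further: fluorescence polarization rise as delta FosB binds a TAMRA Cdk5 AP-1 oligo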
CAL PDZ FP-2: inhibitors of human CAL PDZ peptide binding | Q9HD26 | purified CAL PDZ, TMR-peptide fluorescence polarization, 1 h | inhibition, % at 24.9 µM | hit rate 0.92% among 300,000 | AID 602252;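 active means mean inhibition of at least 30% with at least half of replicates also reaching 30%; inconclusive means no clear call, values can overlap the other calls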;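 further: 0% = DMSO neutral control and 100% = excess unlabeled competitor peptide PRC23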
SR-BI HDL uptake: blocks mouse SR-BI lipid uptake from DiI-HDL; ldlA[mSR-BI] CHO cells, DiI-HDL uptake fluorescence, 3 h; inhibition, % at 12.5 µM; Q61009; hit rate 0.96% among 320,000;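 active means mean replicate inhibition of at least 70% and a set share of replicates each scoring 70 or more; inconclusive means meets just one of the two criteria; inactive means fails both criteria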;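 further: 0% = median of neutral control wells and 100% = median of positive control wells; values of inactives mirror those of a sister screen read the other way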
Target sequence (Q61009 whole entry, looked up): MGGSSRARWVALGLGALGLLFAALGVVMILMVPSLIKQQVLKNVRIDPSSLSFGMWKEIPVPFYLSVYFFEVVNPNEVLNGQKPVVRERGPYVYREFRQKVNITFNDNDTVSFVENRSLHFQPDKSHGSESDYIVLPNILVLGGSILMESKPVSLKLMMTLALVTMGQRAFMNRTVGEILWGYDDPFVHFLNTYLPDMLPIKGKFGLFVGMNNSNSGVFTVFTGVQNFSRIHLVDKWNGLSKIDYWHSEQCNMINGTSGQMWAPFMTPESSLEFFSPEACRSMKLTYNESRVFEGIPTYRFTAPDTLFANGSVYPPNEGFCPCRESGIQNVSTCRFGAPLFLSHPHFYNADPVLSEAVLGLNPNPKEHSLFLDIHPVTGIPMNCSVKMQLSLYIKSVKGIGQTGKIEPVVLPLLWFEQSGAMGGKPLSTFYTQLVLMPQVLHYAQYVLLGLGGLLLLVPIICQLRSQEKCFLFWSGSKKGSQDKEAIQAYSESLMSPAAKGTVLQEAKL
Rtt109 Vps75: blocks Candida albicans Rtt109/Vps75 acetyltransferase activity. Q5AAJ8. purified Rtt109/Vps75, ThioGlo CoA-SH fluorescence, 4 h. inhibition, % at 34.9 µM. hit rate 0.16% among 330,000. AID 540336;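 active means inhibition of at least 50% in every replicate; inconclusive means best replicate reaches 50% inhibition but some replicates fall short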
Target sequence (Q5AAJ8 whole entry, looked up): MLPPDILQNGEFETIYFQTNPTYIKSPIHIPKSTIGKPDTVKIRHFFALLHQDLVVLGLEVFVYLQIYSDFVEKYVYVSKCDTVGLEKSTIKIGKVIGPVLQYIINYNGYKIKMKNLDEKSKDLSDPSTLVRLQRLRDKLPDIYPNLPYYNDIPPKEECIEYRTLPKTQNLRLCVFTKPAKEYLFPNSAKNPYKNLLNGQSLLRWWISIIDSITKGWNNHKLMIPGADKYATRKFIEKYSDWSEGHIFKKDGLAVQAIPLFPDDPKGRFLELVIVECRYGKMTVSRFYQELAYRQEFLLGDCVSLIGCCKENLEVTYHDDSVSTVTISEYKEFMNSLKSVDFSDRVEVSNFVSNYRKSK
PfHsp90 yeast 2: reduces growth (ATP signal) of yeast expressing P. falciparum Hsp90; S. cerevisiae expressing PfHsp90, BacTiter-Glo ATP, 48 h; yeast lacking PDR1 and PDR3 efflux regulators; inhibition, % at 9.4 µM; hit rate 0.32% among 310,000;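 active means every replicate shows inhibition above about 80%, whatever the replicate mean, limit read from the data; inconclusive means mean inhibition reaches the set limit but some replicate falls short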;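 further: 0% = DMSO neutral controls and 100% = 20 µM radicicol positive controls; yeast relying on Plasmodium falciparum Hsp90 in place of its own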
* hit, by the source's call; ? = inconclusive; . = no result given; + = active, no number.

Results follow in this order: CAL PDZ FP-1	SR-BI uptake up	PvdQ inh	NSD2 inh	MITF act	dFosB activator	CAL PDZ FP-2	SR-BI HDL uptake	Rtt109 Vps75	PfHsp90 yeast 2
1	CC1CN(Cc2nc3c(c(=O)n(C)c(=O)n3C)n2CCCO)CC(C)O1 (configuration not stated)
  -0.1	12	-16	-2	.	5	-1	-12	1	.
2	Cn1cc(/C=C(\NC(=O)c2ccccc2)C(=O)NCCN2CCOCC2)c2ccccc21
  -0.4	-35	11	2	-16	-7	5	35	-12	1
3	Cc1cc(Cl)ccc1OCCNC(=S)NC(=O)c1cccnc1
  -2.8	-37	-16	-4	7	2	1	37	-2	18
4	Cc1nc(Nc2cccc(C(C)O)c2)c2nnn(Cc3ccccc3F)c2n1 (configuration not stated)
  -1.1	-42	-11	.	4	-17	6	42	7	.
5	Cc1ccc(-c2nc3ccc([N+](=O)[O-])cc3[nH]2)cc1
  -0.7	-28	0	4	13	3	.	28	1	13
6	O=C(NC(=S)N1CCN(c2nc(-c3ccccc3)cs2)CC1)c1cccnc1
  0.7	-16	16	3	-7	-8	-3	16	6	-13
7	COc1ccccc1N=Cc1c(C)[nH]n(-c2ccc(C)cc2C)c1=O
  0.6	-38	8	4	-7	-3	1	38	4	-7
8	CCOc1ccc(-n2c(SCC(=O)Nc3cc(C)on3)nc3c(c2=O)SCC3)cc1
  -2.3	-12	17	.	1	-5	-3	12	-5	-1
9	COc1cc(C(=O)Nc2nccs2)ccc1OCc1c(C)noc1C
  -3.3	-76	-24	1	10	-9	10	76*	-5	-15
10	CCn1c(=O)c(C(=O)CN2CCN(S(=O)(=O)c3ccccc3)CC2)c(N)n(Cc2ccccc2)c1=O
  -2.0	4	-11	.	-7	-14	-2	-4	-2	-9
11	Cc1cccc(-c2n[nH]c(=S)n2/N=C/C=C/c2ccco2)c1
  -0.4	6	0	8	-7	-8	.	-6	1	-8
12	COc1cc(-c2nc3cnccn3c2NC(C)(C)CC(C)(C)C)ccc1O
  -0.4	-55	13	0	6	1	.	55	-1	3
13	Cc1ccc(-c2nc(CS(=O)CC(=O)NCCN3CCCCCC3)c(C)o2)cc1 (configuration not stated)
  -2.2	.	-5	8	2	-8	0	.	17	-14
14	CC12CCC(=O)N1C(C(=O)Nc1cccc(S(=O)(=O)N3CCCCC3)c1)CS2 (configuration not stated)
  -2.1	-4	-2	6	-4	-10	-5	4	5	.
15	CN(C)C(=O)c1c([N+](=O)[O-])c(C(C)(C)C)nn1C
  -0.4	15	-17	-4	2	-3	-2	-15	-7	1
16	c1cc(N2CCCC2)ccc1C(c1nnnn1C1CCCCC1)N1CCOCC1 (configuration not stated)
  -2.1	5	-3	.	-7	-9	-3	-5	7	-7
17	Cc1[nH][nH]c(=O)c1C(c1ccc(-c2cccc(C(=O)O)c2)o1)c1c(C)[nH][nH]c1=O
  0.3	6	7	+	10	-2	3	-6	?	26
18	Cn1c(=O)c2[nH]c(-c3ccccc3)c(O)c2n(C)c1=O
  -1.0	22	?	-3	5	0	-2	-22	0	-2
19	COc1cc2cc(C(c3nnnn3Cc3ccc(F)cc3)N3CCCCCC3)c(=O)[nH]c2cc1OC (configuration not stated)
  -2.9	14	12	0	-2	-1	-4	-14	21	3
20	CCCCC1(C2CCCC2)NC(=O)NC1=O (configuration not stated)
  0.1	9	-3	0	7	1	-14	-9	-2	11
21	Cc1nc2scc(C)n2c(=O)c1S(=O)(=O)Nc1ccc(N2CCN(C(=O)C(C)C)CC2)cc1
  0.8	6	-3	25	-3	-1	-3	-6	30	14
22	CN(C)S(=O)(=O)Oc1ccsc1C(=O)Nc1ccc(Br)cc1
  -2.7	-20	-12	-2	3	-7	1	20	-14	2
23	CN=CC1=C(O)c2ccccc2C1=O
  -0.3	-3	-7	-2	3	-12	-1	3	-5	-14
24	Cc1c(C(=O)N2CCCCC2)c(S(=O)(=O)N(C)Cc2ccccc2)c(C)n1C
  -0.3	9	-12	1	-10	0	0	-9	3	7
25	COc1cc(N=Cc2c(O)[nH]c3ccccc23)cc(OC)c1OC
  0.1	-44	3	.	-52	-23	-3	44	-8	-1
26	Cc1ccccc1CNC(=O)C1CCCN(c2cnccn2)C1 (configuration not stated)
  0.0	3	-2	-2	-11	-5	.	-3	-4	-24
27	COc1ccc(/C=N\NC(=O)C2=NNC(=O)C2C)cc1 (configuration not stated)
  -2.1	8	-5	-3	30	-1	-3	-8	-5	-11
28	CCOC(=O)N1CCC(NC(=O)CSCc2nc(-c3ccc(OCC)cc3)oc2C)CC1
  -1.9	-24	2	8	-4	-2	-2	24	13	5
29	CC(=O)Nc1ccc(S(=O)(=O)Nc2cccc(-c3cn4c(n3)SCC4)c2)cc1
  -0.6	6	-4	5	8	-3	-9	-6	8	-10
30	COC(=O)c1sccc1NC(=O)Cc1ccc(OC)cc1
  -0.5	12	-9	-3	20	2	-2	-12	-9	4

Looked up above:
Entry of cpd 21 in Rtt109 Vps75: 30
Entry of cpd 22 in SR-BI uptake up: -20

Carrying on:
Results follow in this order: CAL PDZ FP-1	SR-BI uptake up	PvdQ inh	NSD2 inh	MITF act	dFosB activator	CAL PDZ FP-2	SR-BI HDL uptake	Rtt109 Vps75	PfHsp90 yeast 2
31	CCOC(=O)C1(CC2CC2)CCN(Cc2ccc(OC)cc2F)CC1
  -2.3	-8	-9	-3	-1	4	-7	8	-1	6
32	O=C(Nc1cccnc1)C1CCC(CNS(=O)(=O)c2cccc3nsnc23)CC1 (configuration not stated)
  0.3	27	-12	.	1	-10	-12	-27	-5	22
33	CC(NC(=O)CSc1nc2c(c(C(F)(F)F)n1)CCc1ccccc1-2)c1ccccc1 (configuration not stated)
  -0.4	29	8	-9	5	4	2	-29	-2	-21
34	CCN(CC)S(=O)(=O)c1cccc(C(=O)N[C@H](C(=O)OCC(=O)Nc2ccccc2)C(C)C)c1
  -1.4	-11	0	-2	1	-7	-4	11	-8	-4
35	COc1cc2ccccc2cc1C(=O)Nc1ccc(Cl)cn1
  -0.9	-51	10	12	47	-2	-1	51	10	-14
36	CCC(=O)Nc1ccc2c(c1)nc(CCNC(=O)c1ccco1)n2C
  -0.7	.	-9	-3	0	3	-4	.	-4	7
37	Nn1c(C2CCC2)nc2cc(Cl)ccc2c1=O
  -1.9	6	2	-4	.	1	.	-6	12	-14
38	Cc1cccc(OCC(=O)OC(C)C(=O)Nc2ccc(S(=O)(=O)N3CCCCC3)cc2)c1 (configuration not stated)
  -0.4	37	6	-2	6	-13	1	-37	-10	.
39	CCOC(=O)c1sc(N)c(C#N)c1CSc1nc2ccc(C)cc2[nH]1
  -3.9	-21	-30	1	-8	2	-8	21	-6	.
40	CCc1ccc(NC(=O)COC(=O)CCC2CCCC2)cc1
  0.8	20	-3	-4	7	-2	.	-20	3	-5
41	C[C@@H](C(=O)Nc1cccc(S(=O)(=O)N2CCOCC2)c1)N1C(=O)C2CC=CCC2C1=O (some centres not stated)
  0.2	-9	-6	0	-2	-8	-2	9	-2	8
42	COc1ccc(OC)c(NC(=O)CCNS(=O)(=O)c2ccc3c(c2)c(=O)n(C)c(=O)n3C)c1
  -1.5	9	1	0	-3	-5	-5	-9	-4	1
43	CCCN(CCC)C1Sc2ccc(C(=O)OC)cc2NC1=O (configuration not stated)
  -1.4	17	-8	0	-3	-8	.	-17	-20	23
44	CCc1nnc(NC(=O)CCN(c2ccc(C)cc2)S(=O)(=O)c2ccccc2)s1
  -1.3	-2	-3	2	2	-6	-4	2	-18	5
45	CC(C)C1C2=C(CC(C)(C)CC2=O)ON1c1ccccc1 (configuration not stated)
  -3.1	-8	0	-1	1	-3	0	8	.	-24
46	O=[N+]([O-])c1ccc(CSc2nnc(SCc3ccccc3)s2)cc1
  -2.4	19	-13	-2	7	0	-1	-19	-2	-28
47	Cc1cccc(-n2nc3c(c2NC(=O)c2ccco2)CSC3)c1C
  -0.1	21	-8	.	4	-11	-3	-21	-6	-12
48	CC(=O)c1ccccc1NC(=O)COC(=O)c1ccccc1NC(=O)c1ccccc1
  -0.5	5	-9	-7	3	-23	-2	-5	4	21
49	CCCc1c(C(=O)N/N=C/C(C)=C/c2ccco2)nnn1-c1nonc1N
  -0.3	-24	2	-3	10	-11	0	24	22	-6
50	Cc1ccc2[nH]c(O)c(N=Nc3ccccc3C)c2c1
  -1.8	9	-7	3	-1	-6	0	-9	0	-25
51	CNC(=O)CN(C)S(=O)(=O)c1ccc(F)cc1
  -2.1	21	28	1	-2	0	.	-21	4	3
52	COc1ccc([C@H]2CC(=O)C=C(c3ccc4ccn(C)c4c3)C2)cc1
  1.1	-14	11	.	49	-4	11	14	5	-57
53	CCCOP(=O)(c1ccc(N(C)C)cc1)C(O)c1cc(OC)c(OC)c(OC)c1 (configuration not stated)
  -2.3	11	-4	-5	.	5	2	-11	6	.
54	CC(=O)c1ccc(NC(=O)Cn2cnc(S(=O)(=O)N3CCC(C)CC3)c2)cc1
  -1.1	14	-12	-2	4	35*	-3	-14	8	27
55	O=C(Nc1cccnc1)C1CCN(S(=O)(=O)c2cccs2)CC1
  -1.5	3	-16	-4	-2	0	2	-3	-14	12

Compounds as they come. About 4.3% of those tested had a hit in this group.
